# Source: PubChem
# HTT ATP protect – qHTS Multiplex Assay to Identify Dual Action Probes in a Cell Model of Huntington: Cytoprotection (ATP); PC12 HTT-Q103 induced, cytoprotection, ATP luminescence, 40 h; Potency, µM (doses to about 56.4 µM), without a hit: cytoprotection (ATP increase), most hits filed as activators; 230,000 tested, 0.14% active; AID 1471, 2008;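 note: % of control where 0% means no effect; nearly all actives have a fitted effect of over 45% in size; toxic huntingtin expression switched on by the ecdysone agonist tebufenozide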
#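 Compounds added alongside 100 nM tebufenozide, which induces toxic Q103 huntingtin exon 1-GFP in stable PC12 cells; surviving cells quantified by luminescent ATP measurement. Medium: phenol red-free DMEM, 5% equine and 5% calf serum.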
# SMN2 splice enh – qHTS Assay for Enhancers of SMN2 Splice Variant Expression; HEK293 SMN2-luciferase splicing reporter, luminescence, 30-36 h; Potency, µM (series often up to 46.1 µM), inactives show top-dose activity change, positive = activation, actives largely listed as activators; 210,000 tested, 2.8% active; AID 1458, 2008; note: % of control where 0% means no effect; nearly all actives have a fitted effect of over 55% in size
#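 HEK293 cells carry an SMN2 minigene-luciferase reporter in which exon 7 inclusion puts luciferase in frame. Cells were seeded at 2000 cells/well, attached for 10-12 hours, then exposed to compounds for 30-36 hours at 37C before ONE-Glo luminescence.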
# Tau fibril FP – qHTS for Inhibitors of Tau Fibril Formation, Fluorescence Polarization; Microtubule-associated protein tau (Homo sapiens), P10636; K18 P301L tau heparin fibrillization, Alexa594 FP, 6 h; Potency, µM (titrated, usually from 57.7 µM), for the others: at the highest dose activity, negative = inhibition, hits mostly inhibitors; 280,000 tested, 0.39% active; AID 1468, 2008; note: % is set by controls: 0 for no effect and ±100 for the full control effect; nearly all actives have a fitted effect of over 55% in size
# Target sequence (P10636 561-689 P618L limits assumed): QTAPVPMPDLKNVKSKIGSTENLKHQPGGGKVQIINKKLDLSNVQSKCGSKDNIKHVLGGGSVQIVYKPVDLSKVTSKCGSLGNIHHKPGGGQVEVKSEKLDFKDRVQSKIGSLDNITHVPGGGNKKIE
#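 Heparin (20 uM) drove fibril formation of recombinant tau K18 P301L, 15 uM unlabeled with 0.24 uM Alexa 594 label, for 6 hr at 37 C in 100 mM sodium acetate pH 7. Fluorescence polarization (555/632 nm) read 1 hr after 30 uM ThT.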
# HTT aggregate – qHTS Multiplex Assay to Identify Dual Action Probes in a Cell Model of Huntington: Aggregate Formation (GFP) | AID 1688, 2009 | Potency, µM (series often up to 46.1 µM), for inactives: at the top dose activity change, negative = inhibition, hits mostly inhibitors | PC12 HttQ103-GFP aggregates, Acumen cytometry, 40 h | 220,000 tested, 1.1% active; note: % is set by controls: 0 for no effect and ±100 for the full control effect; nearly all actives have a fitted effect of over 60% in size
#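 Using laser scanning cytometry, GFP-positive aggregates were counted after lysis of PC12 cells induced with 100 nM tebufenozide to express HTT exon 1 Q103–GFP. Compounds were tested in titration.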
# Tau fluor counter – Counterscreen qHTS for Inhibitors of Tau Fibril Formation, Fluorescence Polarization | tau K18 P301L Alexa594 fluorescence, heparin fibrillization | Potency, µM (titrated, usually from 57.7 µM), inactives show at the highest dose activity change, negative = decrease | 280,000 tested, 0.93% active | AID 1463, 2008; note: % is set by controls: 0 for no effect and ±100 for the full control effect; nearly all actives have a fitted effect of over 55% in size
#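 Human K18 P301L tau (15 uM unlabeled plus 0.24 uM Alexa 594-labeled, final) in 100 mM sodium acetate pH 7 was mixed with compound and 20 uM heparin and incubated 6 hr at 37 C.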
# Tau ThT inhib – qHTS for Inhibitors of Tau Fibril Formation, Thioflavin T Binding; recombinant tau K18 P301L (four-repeat tau fragment), heparin-induced fibrillization, ThT fluorescence; Potency, µM (top dose mostly 57.4 µM), inactives show top-dose activity, negative = inhibition, most hits filed as inhibitors; AID 1460, 2008; 270,000 tested, 2.1% active; note: % is set by controls: 0 for no effect and ±100 for the full control effect; nearly all actives have a fitted effect of over 55% in size
#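 In this qHTS, human K18 P301L tau is incubated with compound and heparin for 6 hr at 37 C, and Thioflavin T fluorescence then reports fibril load.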
# ALDH1A1 inh – qHTS Assay for Inhibitors of Aldehyde Dehydrogenase 1 (ALDH1A1) | AID 1030, 2008 | Potency, µM (series often up to 75.3 µM), for inactives: at the top dose activity, negative = inhibition, actives largely listed as inhibitors | Purified ALDH1A1, NADH fluorescence, propionaldehyde substrate | 220,000 tested, 7.3% active; active = well fitted inhibition curve with a large enough effect, not every such curve was filed as active; inconclusive = small, poorly fitted or top-dose-only effect, or another doubt; inactive = no such curve, though single readings can be large or run the other way;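 note: plate controls were no enzyme wells and a reference inhibitor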
# Target sequence (P00352 whole entry, looked up): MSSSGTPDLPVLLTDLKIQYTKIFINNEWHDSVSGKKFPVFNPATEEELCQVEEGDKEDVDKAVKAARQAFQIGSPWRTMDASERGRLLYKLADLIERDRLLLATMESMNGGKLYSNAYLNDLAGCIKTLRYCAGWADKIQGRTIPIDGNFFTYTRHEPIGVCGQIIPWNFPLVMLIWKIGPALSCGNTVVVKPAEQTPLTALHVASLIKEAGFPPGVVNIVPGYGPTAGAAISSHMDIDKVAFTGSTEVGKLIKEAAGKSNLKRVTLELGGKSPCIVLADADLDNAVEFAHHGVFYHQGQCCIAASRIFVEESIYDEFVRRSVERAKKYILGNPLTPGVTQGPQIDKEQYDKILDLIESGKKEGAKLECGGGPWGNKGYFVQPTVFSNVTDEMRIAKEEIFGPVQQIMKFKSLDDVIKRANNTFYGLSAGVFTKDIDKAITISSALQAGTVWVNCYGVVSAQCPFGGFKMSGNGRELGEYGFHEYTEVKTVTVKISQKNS
# KDM4E inh – qHTS Assay for Inhibitors of Human Jumonji Domain Containing 2E (JMJD2E) | Lysine-specific demethylase 4E (Homo sapiens), B2RXH2 | JMJD2E catalytic domain, FDH-coupled NADH fluorescence (FDH is formaldehyde dehydrogenase) | Potency, µM (series often up to 57.1 µM), inactives show top-dose activity change, negative = inhibition, usual class: inhibitors | 230,000 tested, 1.6% active | AID 2147, 2009; active = well fitted inhibition curve with a large enough effect, not every such curve was filed as active; inconclusive = small, poorly fitted or top-dose-only effect, or another doubt; inactive = no such curve, though single readings can be large or run the other way;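 note: 0% = wells with enzyme and -100% = buffer wells without enzyme; nearly all actives have a fitted effect of over 50% in size; many of its hits are not listed in these tables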
# Target sequence (B2RXH2 1-337 limits assumed): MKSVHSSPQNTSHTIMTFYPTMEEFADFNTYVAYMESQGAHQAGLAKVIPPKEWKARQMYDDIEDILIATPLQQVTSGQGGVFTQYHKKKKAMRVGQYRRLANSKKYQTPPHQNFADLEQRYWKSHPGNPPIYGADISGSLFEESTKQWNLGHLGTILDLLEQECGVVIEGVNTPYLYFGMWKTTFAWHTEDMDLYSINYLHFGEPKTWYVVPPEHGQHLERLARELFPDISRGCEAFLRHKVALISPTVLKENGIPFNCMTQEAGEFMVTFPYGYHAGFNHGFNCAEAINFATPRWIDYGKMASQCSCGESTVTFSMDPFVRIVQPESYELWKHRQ
# The depositor's hits bear a star; ? = inconclusive; . = not tested or not shown; & = joins results of further samples; [ ] = another dose, or the depositor's remark. Unless noted, calls come from the whole dose curve; as a rule, active = well fitted curve in the direction sought with a large enough effect; inconclusive = small, poorly fitted or top-dose-only effect, or another doubt; inactive = no such curve, though single readings can be large; an effect the other way counts as inactive or inconclusive. Potency is the fitted concentration of half-maximal effect. This is a subset, so the mix of outcomes need not match the whole.
SMILES,HTT ATP protect,SMN2 splice enh,Tau fibril FP,HTT aggregate,Tau fluor counter,Tau ThT inhib,ALDH1A1 inh,KDM4E inh
CCc1cccc(NC(=O)Nc2cccs2)c1,3%[10 µM],13µM*,?,-3%,?,?,-2%,7%
COCCn1c(=N)c(C(=O)NCc2ccco2)cc2c(=O)n3cc(C)ccc3nc21,20%[10 µM],-13%&-3%,10%&-5%,26%[9.22 µM],1%&-6%,-7%&-5%,?,?
CC1=C(C(=O)OCC2CCCO2)C(c2coc3ccccc3c2=O)C2=C(CC(C)(C)CC2=O)N1 (stereo unspecified),-20%,-5%,-7%,12%,-8%,-3%,-7%,1%
O=S(Cc1ccc(Br)cc1)Cc1nnc(SCc2c(F)cccc2Cl)n1-c1ccccc1 (stereo unspecified),.,-69%[inhibitor],?,?,-17%,-17%,?,4%
CCCOc1ccc(C(=O)NNC(=S)NC(=O)CC)cc1,-16%,.,?,?,-19%,?,-8%,-19%
N#Cc1cccc(C(c2nnnn2Cc2ccccc2)N2CCCC2)c1 (stereo unspecified),-5%,13%,0%,8%,-4%,-1%,5%,-2%
O=C(CSc1oc(-c2ccco2)nc1S(=O)(=O)c1ccc(Cl)cc1)c1ccc(Cl)cc1,.,0%,-14%,.,?,-12%,.,.
CSc1c(C#N)c(N)nc2sc(C(=O)c3ccccc3)c(N)c12,-8%[10 µM],.,-18%,-12%[9.22 µM],?,.,.,-20%
COC(=O)CN(c1ccccc1)S(=O)(=O)c1ccc(F)cc1,-3%[10 µM],-22%,7%,5%,0%,-1%,9%,8%
CC(C)CCN1CCN(Cc2ccc3nsnc3c2)CC1CCO (stereo unspecified),0%[10 µM],.,-4%,-12%[9.22 µM],-3%,-2%,1%,4%
O=[N+]([O-])c1ccc(C=Nc2ccc(Cl)cc2Cl)s1,-110%[inhibitor],-74%[inhibitor],-5%,?,?,?,?,22µM*
CCC(C)(C)NC(=O)Cc1ccc(C)cc1,-5%,1%,10%,10%[9.22 µM],-11%,-7%,-6%,3%
COc1ccc(NC(=O)c2cccs2)c([N+](=O)[O-])c1,-15%,20%,10%,-18%,-25%,?,14%,4%
CSC1=NCCN1C(=O)c1c(-c2ccccc2Cl)noc1C,3%,5%,2%,?,-9%,-9%,3%,-2%
CC(C)CC(NC(N)=O)C(=O)Nc1ccc(Oc2ccccc2)cc1 (stereo unspecified),-32%[inhibitor],.,-3%,-22%,-18%,-9%,-3%,-5%
CC(=O)Nc1ccc(CN2CCN(c3cccc(C(F)(F)F)c3)CC2)cc1,-9%,9%,-4%,28%[9.22 µM],-12%,-17%,?,?
CC(NC(=O)CC1SC(N)=NC1=O)c1ccccc1 (stereo unspecified),0%[10 µM],-3%,3%,3%[9.22 µM],4%,-1%,-6%,-1%
CNC(=O)COc1cccc(C(=O)NCc2ccccc2)c1,-2%[10 µM],.,6%,?,-1%,1%,7%,1%
CN1CCN(C(=O)C2=C[C@@H](C3CCCCC3)C[C@@H](OCCCCO)O2)CC1,6%[10 µM],.,1%,-12%[9.22 µM],3%,-2%,?,6%
CC(C)Sc1nc2c(cnn2-c2ccccc2)c(=O)[nH]1,-10%[10 µM],-7%,-1%,-9%,-6%,-10%,9%,0%
CCC(C(=O)NC(C)(C)C)N(C(=O)c1ccc(Cl)nc1)C1CCCC1 (stereo unspecified),4%[10 µM],.,-4%,-22%[9.22 µM],-6%,-5%,9%,9%
O=C(NNc1ncnc2c1cnn2-c1ccccc1)c1ccco1,-35%[inhibitor],-27%,-1%,-7%,-3%,-11%,?,-2%
COC(=O)c1c(NC(=O)CN2CCN(Cc3ccc4c(c3)OCO4)CC2)sc(C)c1C,-54%[inhibitor],-15%,0%,-18%,-1%,-17%,13µM*,-28%
CCn1nnc(NC(=O)C(c2ccccc2)c2ccccc2)n1,4%[10 µM],.,-4%,8%[9.22 µM],-16%,-11%,8%,4%
O=C(Nc1ncn[nH]1)c1cc(S(=O)(=O)Nc2ccc(Cl)cc2)ccc1Cl,23%[0.074 µM],11%,-1%,-9%,6%,1%,4%,-1%
COc1ccc(C(C)=O)cc1CSc1nnc(-c2ccncc2)n1C,19%,7%,-3%,-3%,-5%,-1%,0%,-1%
CCCCN(CCCC)C(=O)C[n+]1cccc(/C=N/O)c1,-20%,-31%[inhibitor],1%,-10%,-3%,-3%,2%,3%
CC(C)CC(=O)N[C@H](C(=O)N[C@H](C(=O)N[C@@H](CC(C)C)[C@@H](O)CC(=O)N[C@@H](C)C(=O)N[C@@H](CC(C)C)[C@@H](O)CC(=O)O)C(C)C)C(C)C,?,-4%&-3%,-5%&0%&-3%,-12%,-2%&-11%&-4%,2%&-10%&-7%,2%&-1%&2%,0%
Cc1ccccc1S(=O)(=O)Nc1nc2ccccc2nc1N1CCOCC1,-14%,17%,6%,3%,-5%,-10%,-9%,?
CN1Cc2c(N3CCOCC3)nc(SCCC#N)c(C#N)c2CC1(C)C,-16%[10 µM],.,?,-4%[9.22 µM],-8%,?,.,?
CCn1c(=O)c(C(=O)Nc2cnccn2)c(O)c2ccccc21,-10%,1%,-5%,-9%,-7%,-5%,-13%,1%
Cc1ccc(NCN2C(=O)C(=O)c3ccccc32)nc1,7%[10 µM],10%,4%,-20%,2%,-4%,0.14µM*,5%
CC/C(=C\C(=O)c1ccncc1)Nc1ccc(Br)cc1,-2%,-27%,11%,-15%,-12%,?,?,10%
O=C(Nc1ccc(Cc2ccncc2)cc1)c1ccc(Cl)c([N+](=O)[O-])c1,-4%,-50%[inhibitor],-1%,0%,6%,13%,27%,-4%
CCOc1ccc(-c2nc(CSc3nncs3)cs2)cc1OC,-19%,-2%,-1%,1%,-15%,?,?,?
COC(=O)CSC(=S)N1CCCC(C)C1 (stereo unspecified),-19%,.,-8%,-5%,-9%,-7%,-8%,-10%
CN(C)C(=O)c1ccc(NC(=O)c2cccnc2)cc1,9%,1%,-4%,-2%,-5%,1%,-1%,3%
Cc1cc(NC(=O)c2cccs2)cc(-c2nc3cc(Cl)ccc3o2)c1O,.,-5%,?,.,-25%,-1%,.,.
CN1C(=O)/C(=C2/C=Cc3ccccc3N2CCCS(=O)(=O)O)SC1=S,-15%,.,5%,-12%,-18%,25µM*,-15%,-4%
Cc1cc(=O)cc(C)n1-c1ccccc1N1CCOCC1,-11%[0.074 µM],-18%,5%,-14%,2%,-2%,5%,-5%
O=c1[nH]c(NCc2ccco2)nnc1Cc1ccccc1Cl,-66%[inhibitor],9%,-4%,29%,-1%,3%,4%,0%
CCn1c(CNC(=O)c2cccs2)nnc1SCC(=O)Nc1ccc(Cl)cc1,11%[10 µM],-1%,-10%,17%,-17%,0%,-2%,-1%
CCOc1ccccc1NC(=O)N1CCN(C)c2ncccc21,.,-19%,-3%,.,-23%,-10%,.,.
Nc1ncc2c(n1)CC(c1ccco1)CC2=O (stereo unspecified),6%,14%,-8%,-11%,-11%,?,?,-12%
CCOC(=O)c1ccc(/C=C2/C=C(c3ccccc3)N(c3ccc(Cl)c(C(=O)O)c3)C2=O)cc1,.,-26%,-10%,0%,8%,16µM*,11µM*,1%
CS(=O)(=O)N(CC(=O)NCc1ccco1)c1cccc([N+](=O)[O-])c1,-16%,5%,-13%,12%,-5%,-3%,?,-12%
CC1CC(C)CN(CC(=O)N2CCc3[nH]c4ccccc4c3C2)C1 (stereo unspecified),-5%[0.074 µM],3%,-4%,3%[9.22 µM],-6%,-10%,?,?

# Gathered by group, those above with a thiophene ring, fused or not.
SMILES,HTT ATP protect,SMN2 splice enh,Tau fibril FP,HTT aggregate,Tau fluor counter,Tau ThT inhib,ALDH1A1 inh,KDM4E inh
CCc1cccc(NC(=O)Nc2cccs2)c1,3%[10 µM],13µM*,?,-3%,?,?,-2%,7%
CSc1c(C#N)c(N)nc2sc(C(=O)c3ccccc3)c(N)c12,-8%[10 µM],.,-18%,-12%[9.22 µM],?,.,.,-20%
O=[N+]([O-])c1ccc(C=Nc2ccc(Cl)cc2Cl)s1,-110%[inhibitor],-74%[inhibitor],-5%,?,?,?,?,22µM*
COc1ccc(NC(=O)c2cccs2)c([N+](=O)[O-])c1,-15%,20%,10%,-18%,-25%,?,14%,4%
COC(=O)c1c(NC(=O)CN2CCN(Cc3ccc4c(c3)OCO4)CC2)sc(C)c1C,-54%[inhibitor],-15%,0%,-18%,-1%,-17%,13µM*,-28%
Cc1cc(NC(=O)c2cccs2)cc(-c2nc3cc(Cl)ccc3o2)c1O,.,-5%,?,.,-25%,-1%,.,.
CCn1c(CNC(=O)c2cccs2)nnc1SCC(=O)Nc1ccc(Cl)cc1,11%[10 µM],-1%,-10%,17%,-17%,0%,-2%,-1%
